CAL PDZ FP-1: CAL PDZ (human) peptide binding inhibition. purified CAL PDZ, TMR-peptide fluorescence polarization, 1 h. inhibition, % at 24.9 µM. 300,000 compounds, 0.92% hits. AID 602252;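 active = mean inhibition of at least 30% with at least half of replicates also reaching 30%; inconclusive = no clear call, values can overlap the other calls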;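 note: 0% = DMSO neutral control and 100% = excess unlabeled competitor peptide PRC23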
C-LANA FP: KSHV C-LANA DNA binding inhibition | MBP-C-LANA/FAM-LBS DNA binding, fluorescence polarization | inhibition, % at 9 µM | 340,000 compounds, 0.078% hits | AID 504423;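 active = highest replicate inhibition at or above 60% at 9 µM, even if other replicates fall short; inactive = all replicates below 60% inhibition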;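 note: 0% = neutral control wells and 100% = 4 µM acridine orange control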
Keap1 Nrf2 FP: disrupts human Keap1 binding to Nrf2 peptide; Q14145; Keap1 Kelch-Nrf2 peptide fluorescence polarization, 1536-well; inhibition, % at 9.4 µM; 340,000 compounds, 0.15% hits; AID 504523; in the data active = inhibition above about 12%; inconclusive = no clear call, values can overlap the other calls; inactive = below about 7.3%;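 note: human Keap1 Kelch domain with fluorescein labeled Nrf2 9mer peptide probe; 0% = neutral control wells and 100% = peptide positive control; higher means more block of Keap1 binding to Nrf2 peptide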
DAGLB inhibitor: diacylglycerol lipase beta (human) inhibition; Q8NCG7; HEK293T DAGLB membrane lysate, EnzChek fluorogenic substrate; inhibition, % at 5.17 µM; 340,000 compounds, 0.059% hits; in the data active = inhibition above about 34%;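 note: 0% = enzyme with vehicle and 100% = wells lacking enzyme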
Target sequence (Q8NCG7 whole entry, looked up): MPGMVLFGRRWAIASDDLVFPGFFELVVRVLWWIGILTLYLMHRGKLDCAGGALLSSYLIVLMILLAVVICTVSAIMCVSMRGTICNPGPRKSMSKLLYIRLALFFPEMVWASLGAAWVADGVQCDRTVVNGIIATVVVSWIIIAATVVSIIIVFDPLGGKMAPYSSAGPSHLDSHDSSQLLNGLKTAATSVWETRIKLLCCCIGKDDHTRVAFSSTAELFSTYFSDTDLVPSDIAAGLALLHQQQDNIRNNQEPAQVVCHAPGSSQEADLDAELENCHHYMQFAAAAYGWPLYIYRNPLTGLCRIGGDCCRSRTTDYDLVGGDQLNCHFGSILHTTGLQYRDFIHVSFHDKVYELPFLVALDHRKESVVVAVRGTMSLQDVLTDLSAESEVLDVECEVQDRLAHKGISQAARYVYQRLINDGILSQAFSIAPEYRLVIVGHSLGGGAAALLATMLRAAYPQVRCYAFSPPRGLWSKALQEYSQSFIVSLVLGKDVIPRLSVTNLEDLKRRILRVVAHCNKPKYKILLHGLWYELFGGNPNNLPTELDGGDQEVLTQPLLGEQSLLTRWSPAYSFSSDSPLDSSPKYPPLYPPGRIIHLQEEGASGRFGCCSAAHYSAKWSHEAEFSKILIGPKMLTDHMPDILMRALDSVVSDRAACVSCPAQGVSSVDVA
SR-BI DiI-HDL act: SR-BI HDL lipid transfer activation. CHO ldlA[mSR-BI] cells, DiI-HDL uptake fluorescence, 3 h; 100 = double the neutral-control signal. activation, % at 12.5 µM. 320,000 compounds, 0.096% hits;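 active = mean replicate activation of at least 60% and every replicate at or above 60%; inconclusive = mean or all-replicate condition met, but not both; inactive = mean below 60% and not all replicates reaching 60%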;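 note: 0% = median plate neutral-control signal and 100% = twice that signal; values of inactives mirror those of a sister screen read the other way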
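System: LDL receptor-deficient CHO ldlA cells overexpressing murine SR-BI | Timing: 3 h uptake period with compound, 37 °C | Medium: HEPES-buffered (25 mM, pH 7.4) F12 plus 0.5% BSA | Dosing: Single-point compound dose | Signal: Bottom-read fluorescence, 550/595 nm | Read-out: Retained DiI signal reflecting DiI-HDL uptake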
RTF Ca sens act: cardiac RTF calcium sensitization. P19429+P45379. IANBD-labeled TnC RTF fluorescence at EC20 calcium; 0% EC20 calcium, 100% full calcium. activation, % at 7.2 µM. 340,000 compounds, 0.24% hits;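 active = activation above the mean over all tested compounds plus 3 SD, cut at about 30% in these data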;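 note: rise in fluorescence read as greater calcium sensitivity of cardiac thin filaments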
CAL PDZ FP-2: inhibitors of human CAL PDZ peptide binding; AID 504414; inhibition, % at 20 µM; purified CAL PDZ, TMR-peptide fluorescence polarization, 1 h; 330,000 compounds, 0.02% hits; Q9HD26;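 active = highest replicate inhibition of at least 40%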;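 note: plate controls were DMSO neutral control wells for no effect and unlabeled competitor peptide control wells for full effect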
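material = purified tagged CAL PDZ domain construct (CerCALP) | buffer or medium = sodium phosphate/NaCl buffer pH 7.4 with TCEP, IgG, Thesit | reagent = TMR-labelled reporter peptide T*-PRC34 bound in PDZ groove | incubation = 1 h room-temperature incubation prior to read | measured by = fluorescence polarization (mP) | evaluation = percent inhibition from loss of millipolarization | control set = unlabelled peptide and DMSO controls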
RTF Ca sens inh: cardiac RTF calcium desensitization; P19429+P45379; IANBD-labeled cardiac RTF, Ca2+ fluorescence; inhibition, % at 7.15 µM; 340,000 compounds, 0.12% hits; AID 493244;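 active = inhibition above the mean inhibition of all tested compounds plus 3 SD, cut at about 17% in these data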;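 note: assay run at fixed EC70 calcium of 1.6 mM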
PKA-R2B act: PKA-R2B complex activation; P22694+P31323; PKA-R2B holoenzyme dissociation, Cy5-IP20 fluorescence polarization; R2B truncated from residue 108, S112A mutant; 0% DMSO only, 100% 113 µM cGMP; activation, % at 11.4 µM; 340,000 compounds, 0.079% hits; AID 504700;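 active = activation above a cutoff set at the mean over all compounds plus 3 SD, cut at about 18% in these data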;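 note: higher means more holoenzyme dissociation and a rise in polarization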
Rtt109 Vps75: C. albicans Rtt109 histone acetyltransferase inhibition | 330,000 compounds, 0.16% hits | Q5AAJ8 | AID 540336 | purified Rtt109/Vps75, ThioGlo CoA-SH fluorescence, 4 h | inhibition, % at 34.9 µM;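 active = inhibition of at least 50% in every replicate; inconclusive = best replicate reaches 50% inhibition but some replicates fall short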
Target sequence (Q5AAJ8 whole entry, looked up): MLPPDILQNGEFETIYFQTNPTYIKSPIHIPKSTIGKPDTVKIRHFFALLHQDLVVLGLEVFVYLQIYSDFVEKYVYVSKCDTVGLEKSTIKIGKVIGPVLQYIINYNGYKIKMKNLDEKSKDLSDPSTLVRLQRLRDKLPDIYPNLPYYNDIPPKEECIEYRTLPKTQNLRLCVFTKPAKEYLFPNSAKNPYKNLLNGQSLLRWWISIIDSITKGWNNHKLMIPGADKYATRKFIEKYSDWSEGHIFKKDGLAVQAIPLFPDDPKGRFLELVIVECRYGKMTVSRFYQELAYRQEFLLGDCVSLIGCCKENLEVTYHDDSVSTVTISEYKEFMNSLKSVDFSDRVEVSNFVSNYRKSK
The depositor's hits bear a star; ? = inconclusive; nt = no result given.

SMILES | CAL PDZ FP-1 | C-LANA FP | Keap1 Nrf2 FP | DAGLB inhibitor | SR-BI DiI-HDL act | RTF Ca sens act | CAL PDZ FP-2 | RTF Ca sens inh | PKA-R2B act | Rtt109 Vps75
CCCCCc1cc(=O)oc2c(C(CCN3CCCCC3)c3cc(OC)c(OC)c(OC)c3)c(OC)cc(OC)c12 (stereo not drawn) | -6 | -2.2 | 2 | 1 | 62* | -2 | -1.3 | -6 | 14 | 18
COc1ccc(NS(=O)(=O)c2cc(-c3nnnn3C)ccc2OC)cc1 | 14 | -0.2 | -2 | -2 | 2 | -1 | -0.1 | -2 | -9 | 1
C=CCN=C1NN=C(c2cc(C)n(CCOC)c2C)CS1 | -5 | 0.7 | 0 | -1 | 19 | -3 | -0.6 | 2 | 4 | 2
COc1ccc(NC(=S)N2CCN(S(=O)(=O)c3ccc(F)cc3)CC2)cc1OC | -4 | -2.9 | 0 | -3 | nt | -1 | -0.2 | -4 | -3 | 2
CCOn1c(=O)c(-c2cccc3ccccc23)[n+]([O-])c2ccccc21 | 5 | -0.2 | 4 | 3 | 15 | 6 | -1.7 | -3 | 2 | 11
Cc1ccc(S(=O)(=O)CCC(=O)N2CCc3ccccc32)cc1 | 0 | -0.2 | -4 | -1 | 4 | 8 | -0.4 | 4 | 6 | -1
COc1ccc(N(C(=O)c2snc(C(N)=O)c2N)C(C(=O)NC2CCCC2)c2ccc3ncccc3c2)cc1 (stereo not drawn) | -2 | -1.7 | -3 | 3 | nt | -1 | -0.6 | 1 | 0 | -8
COC(=O)[C@]1(CC(C)C)N[C@H](c2ccc(-c3ccc(F)cc3)c(OC)c2)[C@@H]2C(=O)N(C)C(=O)[C@@H]21 | 0 | 0.8 | 0 | -7 | -89 | -3 | -1.4 | 2 | -10 | 6
O=C(O)/C(=C\c1c(C(=O)O)[nH]c2cc(Cl)cc(Cl)c12)c1ccccc1 | -2 | 2.6 | -4 | 5 | 18 | 0 | -0.6 | 0 | -12 | 12
Cc1cccc(C)c1NC(=O)c1sc(Cl)nc1C | -5 | -1.0 | -2 | -1 | 13 | 0 | -0.2 | -10 | -8 | 17
O=C(O)c1cccc(COc2cccc3ccccc23)c1 | nt | -1.3 | -2 | 0 | -2 | 4 | -1.0 | -7 | -9 | -3
Cc1occc1C(=O)N1CCN(S(=O)(=O)c2ccc(F)cc2)CC1 | nt | -0.2 | -4 | 0 | 0 | 3 | -1.0 | 4 | 0 | -1
COc1ccc(C(=O)Cn2cnc3ccccc3c2=O)c(OC)c1 | 2 | 0.2 | -5 | 0 | -11 | 2 | -2.3 | -4 | -3 | 1
COc1ccc2c(C)cc(SCC(=O)Nc3cccnc3Cl)nc2c1 | -3 | 0.8 | -2 | -2 | -44 | -1 | -3.1 | 6 | -5 | 10
CC(C)[C@H](NC(=O)N1c2ccccc2NC(=O)[C@@H]1C(C)C)C(=O)N[C@@H](C(=O)O)c1ccccc1 | 8 | 0.8 | -6 | -2 | 9 | 9 | -2.4 | 0 | 3 | -3
O=C(CCC(=O)Nc1ccccc1Cl)NNC(=O)c1ccco1 | 2 | 0.6 | 0 | 4 | 18 | 2 | -1.0 | 5 | -9 | -4
O=C(COc1ncnc2ccc(Br)cc12)NCc1ccc2c(c1)OCO2 | -3 | 1.6 | 0 | 2 | nt | -3 | -1.0 | 10 | -9 | -3
O=C(CCC(=O)c1ccc(F)cc1)Nc1cccc(Br)c1 | 2 | 0.6 | -4 | -9 | -7 | -3 | 0.2 | -5 | -6 | -4
O=c1c(-c2ccco2)[n+]([O-])c2ccccc2n1OCc1ccccc1 | -1 | 1.7 | -7 | 1 | -41 | 5 | -2.6 | -7 | 4 | 0
Cc1oc(-c2ccccc2F)nc1CS(=O)CC(=O)NCCN1CCCCC1C (stereo not drawn) | 6 | 0.3 | 2 | -3 | 42 | -2 | -2.8 | 2 | 2 | 3
CCCn1cc(SCC(=O)NCc2ccc3c(c2)OCO3)c2ccccc21 | -5 | -1.3 | -3 | -6 | -14 | 8 | -3.4 | 0 | 7 | 0
Cc1ccc(/C=N/NC(=O)Cc2c(F)cccc2Cl)s1 | 0 | 1.3 | -1 | -1 | 6 | 0 | 0.4 | 2 | -5 | -1
CCC(=O)n1nc(-c2ccccc2)nc1SCC(=O)Nc1ccc(C)cc1 | -1 | -1.1 | -5 | -2 | 9 | 0 | -1.1 | -8 | -2 | -1
COc1ccc(-c2nnn(CC(=O)N(Cc3ccccc3Cl)C(C(=O)NCC3CCCO3)c3ccco3)n2)cc1OC (stereo not drawn) | 15 | 1.0 | 0 | 1 | -31 | -1 | -1.9 | -3 | 4 | nt
O=C(/C=C/c1ccco1)NCc1ccc2c(c1)OCO2 | 2 | 1.0 | -2 | -4 | 6 | 6 | -0.5 | -6 | -7 | 3
CCOC(=O)[C@H]1[C@H]2COc3ccccc3[C@@H]2N2C(=O)c3ccccc3NC(=O)[C@@]12C | 0 | -0.8 | -5 | 7 | 5 | 5 | 0.3 | -1 | 5 | 3
COc1cccc(CN2CCC(C(=O)Nc3ccc(-c4cccc(C)c4)cc3)CC2)c1O | -4 | 2.3 | -6 | 0 | -35 | -2 | -0.4 | 1 | -8 | 5
O=C(c1ccc2c(=O)n(Cc3ccco3)c(=S)[nH]c2c1)N1CCN(Cc2ccccc2)CC1 | -3 | -0.4 | -4 | 2 | 7 | 4 | -1.2 | -1 | -3 | -5
N#Cc1ccc(NC(=O)COC(=O)CCc2nc3ccccc3c(=O)[nH]2)cc1 | -1 | 0.3 | -7 | 4 | nt | 0 | -1.5 | -19 | -10 | 0
Cc1cc(OCC(=O)NCc2nc(-c3ccccc3)no2)c(C)cc1Br | 1 | -1.3 | 0 | 4 | 12 | 5 | nt | -8 | 13 | -32
O=C(NNC(=S)NC1CCCCC1)c1ccccc1Br | -5 | -0.5 | -3 | -1 | 22 | 5 | -2.3 | -7 | 2 | -2
CCn1nc(C)cc1C(=O)NC1CCCc2c1cnn2-c1cc(F)cc(F)c1 (stereo not drawn) | 16 | 0.4 | 1 | -2 | -50 | 2 | -1.0 | 0 | -2 | -7
O=C(OCC(=O)c1ccccc1Cl)C1=NN(c2ccccc2)C(=O)CC1 | nt | -0.5 | -2 | -2 | -7 | -7 | -0.3 | 7 | 2 | 1
CCOC(=O)C1=C(CCc2ccccc2)NC(=O)NC1c1ccc(Br)cc1 (stereo not drawn) | -3 | 0.5 | -5 | 3 | -61 | 1 | -0.8 | 2 | -13 | -8
C/C(=N\NC(=O)c1ccccc1F)c1cccc(NC(=O)c2ccccc2)c1 | -1 | -0.3 | -4 | 2 | 4 | 2 | -2.9 | 0 | -1 | 10
O=C(O)C1CCCCC1C(=O)NC(c1ccccc1)c1ccccc1 (stereo not drawn) | -1 | 0.0 | 1 | 0 | nt | -2 | -2.5 | -3 | -5 | -5
O=C1OCCN1C(=O)[C@H]1[C@H](c2ccc([N+](=O)[O-])cc2)C(c2ccccc2)=NN1c1ccccc1 | 4 | 0.9 | -8 | 1 | -3 | -4 | 0.4 | -2 | -8 | -9
CCOC(=O)C[n+]1c(C)sc2ccc(OC)cc21 | -1 | 2.0 | -1 | -1 | -4 | -1 | 0.3 | -11 | -13 | -9
CCOC(=O)Cc1nnc(NC(=O)CSc2nnc3c(n2)[nH]c2ccccc23)s1 | -1 | -0.7 | -7 | 0 | 0 | 5 | -4.3 | -14 | -3 | -1
Cc1ccc2[nH]c3nc(N/N=C/c4cccc(O)c4)nnc3c2c1 | -8 | -0.6 | 7 | 6 | 12 | -3 | -2.3 | 2 | -5 | -1
CN(C)c1ccc(/C=N/n2c(-c3ccccc3Br)n[nH]c2=S)cc1 | -2 | -0.9 | -3 | 3 | ? | 2 | -1.2 | 0 | 1 | -5
N#Cc1ccccc1NC(=O)COC(=O)CN1C(=O)C2CCCCC2C1=O (stereo not drawn) | nt | 0.5 | -3 | 3 | 18 | 4 | -0.1 | 1 | 0 | -21
CCO[C@@H]1OC(C(=O)Nc2ccccc2)=C[C@H](c2ccccc2)[C@H]1CCCO | -3 | 2.7 | 2 | -6 | -14 | -2 | -1.7 | 1 | -6 | -9
Cc1cc(C)nc(N2CCCC(CCC(=O)NCc3ccc(F)c(F)c3)C2)n1 (stereo not drawn) | -1 | -1.8 | 0 | -1 | -10 | -5 | -2.7 | -3 | 3 | 3
COc1ccc(OC)c(NC(=O)Cn2c(=O)n(CC3CCCO3)c(=O)c3cc(OC)c(OC)cc32)c1 (stereo not drawn) | nt | -0.8 | -5 | 1 | 16 | -1 | -0.8 | -2 | -6 | -2
CCc1cccc(CC)c1-n1c(SCc2cc(=O)n3ccsc3n2)nnc1-c1cccnc1 | nt | 2.8 | 1 | -2 | 16 | -2 | -3.9 | 3 | 1 | 8
O=c1c(-c2ccccc2Cl)coc2c(CN3CCCCC3)c(O)ccc12 | 0 | -1.6 | -8 | -1 | 1 | 3 | -0.7 | -5 | -5 | -2
Cc1ccc(NC(=O)[C@@H]2CCCN2S(=O)(=O)c2ccccc2C(F)(F)F)cc1S(=O)(=O)N1CCOCC1 | -1 | -1.3 | -2 | -2 | -1 | 0 | -2.3 | -1 | 5 | 11
c1ccc(CN2CCN(c3nc4ccccc4n4cnnc34)CC2)cc1 | nt | 0.4 | 5 | -3 | -7 | -3 | -2.0 | -4 | -4 | 8
CC(=O)Nc1ccc(S(=O)(=O)N2CCN(S(=O)(=O)c3ccc(F)c(F)c3F)CC2)cc1 | 1 | -1.4 | -5 | 1 | nt | 3 | -2.6 | -11 | -5 | 6
CCCC(=O)Nc1cc(-c2nc3ncccc3o2)ccc1Cl | -2 | 7.9 | 1 | -3 | -16 | 2 | -0.5 | -8 | 0 | 6
CC[C@@]1(C(=O)OC)N[C@H](CN(C)S(=O)(=O)c2ccc(F)cc2)[C@@H]2C(=O)N(C)C(=O)[C@@H]21 | 3 | 0.2 | -2 | 0 | 3 | -4 | -0.5 | -5 | 10 | 4
Cc1c(C(=O)N2CCOCC2)sc2nc(-c3ccccc3)cn12 | -3 | 1.6 | -7 | 1 | 17 | 1 | -0.9 | 1 | 0 | 3
CCOc1ccc(NC(=O)CN(C)C(=O)COc2cccc3c2OC(C)(C)C3)cc1OCC | -1 | 0.7 | -6 | -6 | -45 | 1 | 0.6 | -5 | -7 | 3

Assay outcomes (PubChem BioAssay)

Not a hit list; overall some 1.6% were active at least once.
